# Bioassay records as filed in PubChem.
# GIRK2 act = Activates human GIRK2-containing potassium channels. 34,000 tested, under 10 active. P48051. activation (% efficacy), % for hits at 37.5 µM. HEK293 GIRK2/NPY4 cells, thallium flux fluorescence;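 active = primary screen hit, no activity in plain HEK293 cells, and in GIRK2-only cells above 5% efficacy rising with concentration; inactive = the rest, including fluorescent compounds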;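 also: efficacy is normalized control-subtracted fluorescence 15 s after thallium addition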
# Target sequence (P48051 whole entry, looked up): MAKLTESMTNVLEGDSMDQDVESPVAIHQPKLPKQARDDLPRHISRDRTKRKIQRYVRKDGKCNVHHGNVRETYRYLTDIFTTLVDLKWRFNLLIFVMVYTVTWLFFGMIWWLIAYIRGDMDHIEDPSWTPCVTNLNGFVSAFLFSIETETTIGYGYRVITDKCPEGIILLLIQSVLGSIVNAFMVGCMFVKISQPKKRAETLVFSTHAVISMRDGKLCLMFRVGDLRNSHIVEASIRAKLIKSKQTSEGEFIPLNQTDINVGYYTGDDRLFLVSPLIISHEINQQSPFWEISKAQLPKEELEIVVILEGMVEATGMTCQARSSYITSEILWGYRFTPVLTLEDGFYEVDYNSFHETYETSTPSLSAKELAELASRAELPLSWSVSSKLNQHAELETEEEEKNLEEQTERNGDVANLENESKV
# Calls only; i = inactive. This is a subset (hit frequency here may not be typical).
SMILES,GIRK2 act
COc1cc(-c2noc(C3CC(=O)N(c4ccc(C)cc4C)C3)n2)cc(OC)c1OC (stereo not drawn),i
CN1CCN(C(CNS(=O)(=O)c2ccccc2F)c2cccn2C)CC1 (stereo not drawn),i
O=C(Cn1cc(-c2nnc(-c3ccccc3)o2)c2ccccc21)N1CCCC1,i
CS(=O)(=O)N1CCCc2cc(NC(=O)c3ccccc3)ccc21,i
O=C(NCC1COC2(CCCCC2)O1)c1cc(Cl)ccc1Cl (stereo not drawn),i
CC(C)c1nc(-c2ccc(N3CCN(C(=O)c4ccc(Cl)cc4Cl)CC3)nc2)no1,i
CCOc1c(C)cc(S(=O)(=O)NCC2CCN(C(=O)Oc3ccccc3)CC2)cc1C,i
COc1cccc2cc(C(=O)Nc3nnc(Cc4cccs4)o3)oc12,i
COc1ccc2nc(-c3ccc(OC)c(NC(=O)c4c(F)cccc4F)c3)cn2n1,i
COc1ccc(-c2ccc(=O)n(CCCC(=O)Nc3ccccc3-c3ccccc3)n2)cc1,i
CCOc1ccc(OCCNC(=O)NC2CCCCC2)cc1,i
COc1ccc(Nc2cc(C)nc(-n3cc([N+](=O)[O-])cn3)n2)cc1,i
CC(O)(CNC(=O)C(=O)Nc1ccc(C(F)(F)F)cc1)C1CC1 (stereo not drawn),i
COC(=O)N1CCC(CNS(=O)(=O)c2c(F)cccc2F)CC1,i
CCOc1ccc(S(=O)(=O)NCCOc2ccc(-c3ccc(C)cc3)nn2)cc1,i

# Laid out differently: four of the compounds above
COc1ccc(-c2ccc(=O)n(CCCC(=O)Nc3ccccc3-c3ccccc3)n2)cc1
  GIRK2 act: i
CCOc1c(C)cc(S(=O)(=O)NCC2CCN(C(=O)Oc3ccccc3)CC2)cc1C
  GIRK2 act: i
CS(=O)(=O)N1CCCc2cc(NC(=O)c3ccccc3)ccc21
  GIRK2 act: i
O=C(NCC1COC2(CCCCC2)O1)c1cc(Cl)ccc1Cl (stereo not drawn)
  GIRK2 act: i

# Other records:
SMILES,GIRK2 act
O=C(Nc1nc(CCC(=O)N2CCN(c3ccccn3)CC2)cs1)c1ccc[nH]c1=O,i
Cc1ccc(NC(=O)C2CCN(c3ccc(-c4ccccc4)nn3)CC2)cc1F,i
CCC(=O)c1ccc(OCC(O)CN2CCN(c3cccc(C(F)(F)F)c3)CC2)cc1 (stereo not drawn),i
COc1cc(C(=O)NCCCN2CCOC(c3ccccc3)C2)cc(OC)c1OC (stereo not drawn),i
COc1ccc(S(=O)(=O)Nc2nc(C)c(C(=O)NCc3ccccc3OC)s2)cc1,i
O=C(CCCn1nc(-c2ccco2)ccc1=O)Nc1ccc(OC(F)(F)F)cc1,i
COc1ccc2nc(-c3ccc(OC)c(NC(=O)c4ccco4)c3)cn2n1,i
Cc1cc(C)n(CCC(=O)Nc2cc(Cl)cc(Cl)c2)n1,i
CCOc1cn(-c2ccc(F)cc2)nc1C(=O)NC1CCCCC1C (stereo not drawn),i
Cc1cc(-c2nnc(NC(=O)C3CCCN3S(=O)(=O)c3cccs3)o2)nn1C (stereo not drawn),i
CN(C)c1nc2c(c(=O)n(C)c(=O)n2C)n1CC(O)c1ccccc1 (stereo not drawn),i
CC(C)c1nnc(C2CCN(C(=O)C3COc4ccccc4O3)CC2)o1 (stereo not drawn),i
Cc1cccc(NC(=O)c2sccc2N(C)S(=O)(=O)c2ccccc2)c1,i
CSc1ccccc1C(=O)NCC1CCN(C(=O)c2cc3ccccc3o2)CC1,i
CCc1ccc(S(=O)(=O)Nc2ccc3nc(C)n(-c4ccc(F)cc4)c(=O)c3c2)s1,i
CS(=O)(=O)c1ccc(Nc2nc(CC(=O)NCCc3ccccc3)cs2)cc1,i
Cn1cccc(C(=O)N2CCC(CNS(=O)(=O)c3cccc4ccccc34)CC2)c1=O,i
O=C(NCCc1c[nH]c2ccccc12)c1n[nH]c2ccccc12,i
CCOc1nn(CC)cc1-c1nnc(SCc2cc(OC)cc(OC)c2)n1C,i
CSCCC(C)(O)CNC(=O)c1cc(-c2ccccc2)on1 (stereo not drawn),i
Cc1ccsc1C(O)CNC(=O)c1ccccc1Br (stereo not drawn),i
NS(=O)(=O)c1ccc(CCNC(=O)Cc2cc(-c3ccc(Cl)cc3)on2)cc1,i
O=C(Nc1c2c(nn1-c1ccccc1)CS(=O)(=O)C2)C(=O)N1CCOCC1,i
COc1cc(NC(=O)c2ccc(C(C)(C)C)cc2)ccc1N1CCCC1=O,i
COc1cc(C)c(S(=O)(=O)N2CCN(C)CC2)cc1C(C)C,i
COC(=O)c1ccc2c(=O)n(Cc3ccc(C(=O)NCCN4CCC(C)CC4)cc3)c(=S)[nH]c2c1,i
O=C(Cn1cnc(-c2ccc(F)cc2)cc1=O)Nc1ccccc1-c1ccccc1,i
CCCN1C(=O)CCc2cc(NC(=O)c3cc(OC)cc(OC)c3)ccc21,i
CCOc1ccccc1NC(=O)Nc1cc(N2CCCS2(=O)=O)ccc1C,i
COCCn1c(=NC(=O)CS(=O)(=O)Cc2ccccc2)sc2cc(F)cc(F)c21,i
COc1ccc(N2CCN(CC(=O)Nc3nc4c(C)cccc4s3)C2=O)cc1,i
CS(=O)(=O)N1CCC(C(=O)N(Cc2cccnc2)c2nc3ccccc3s2)CC1,i
COc1cc(OC)cc(-c2noc(CSc3nc4ccsc4c(=O)n3-c3ccccc3)n2)c1,i
O=C(NCC(c1ccco1)N1CCOCC1)c1cnc2ccccc2n1 (stereo not drawn),i
COc1cc(NC(=O)Cc2cccc3ccccc23)ccc1N1CCCC1=O,i
CC(C)(C)n1ncc2c(=O)n(NC(=O)c3cc(C(F)(F)F)cc(C(F)(F)F)c3)cnc21,i
CCOc1ccc2ccccc2c1C(=O)NCCOc1ccccc1,i
COc1ccc(NC(=O)Cn2ccc3ccn(Cc4ccccc4C)c3c2=O)cc1,i
O=C(Nc1ccc(Cl)c([N+](=O)[O-])c1)c1ccc(=O)n(Cc2ccc(Cl)cc2)c1,i
CC(=O)c1ccccc1OCC(O)CN1CCN(C(c2ccccc2)c2ccccc2)CC1 (stereo not drawn),i
O=C(Cn1cnc2nc(N3CCCC(C(=O)NC4CC4)C3)sc2c1=O)Nc1ccc2c(c1)OCO2 (stereo not drawn),i
O=S(=O)(c1ccccc1Cl)N1CCN(c2ccc(-c3ccco3)nn2)CC1,i
Cc1ccc(-n2nc3c(c2NC(=O)C(=O)NCc2ccc4c(c2)OCO4)CSC3)c(C)c1,i
O=C(NCCN1CCOCC1)C(=O)NCC1CCN(Cc2ccco2)CC1,i
CCOC(=O)NCC1CCN(C(=O)COc2ccccc2)CC1,i
O=C(CCN1C(=O)c2ccccc2S1(=O)=O)Nc1cc(Cl)ccc1Cl,i
O=C(NCC1CCN(c2ncccn2)CC1)c1cc(-c2ccco2)on1,i
CC1CCN(C(=O)c2csc(Nc3ccccc3)n2)CC1,i
COc1cc(NC(=O)Cc2csc(NC(=O)C3CCC(=O)N3)n2)cc(OC)c1OC (stereo not drawn),i
Cc1ccc(Sc2ccc(N3CCCC(C(=O)N4CCN(c5ccccn5)CC4)C3)nn2)cc1 (stereo not drawn),i
CN(C)S(=O)(=O)c1ccc(C(=O)Nc2ccc(CC(N)=O)cc2)cc1,i
CCOc1ccc(-c2cc(=O)n(CC(=O)N3CCCC3)cn2)cc1,i
CC(C)(C)C(=O)N1CCN(c2ccc(Nc3cccnc3)nn2)CC1,i
O=C(NCCc1ccc(Cl)cc1)c1ccc2c(=O)n3c(nc2c1)SCC3,i
Cc1onc(-c2ccccc2Cl)c1C(=O)NCc1ccsc1,i
COc1ccc(C(=O)NCCN2CCOC(c3ccccc3)C2)cc1OC (stereo not drawn),i
Cc1cc(C)cc(Nc2nc3c(c(=O)n(C)c(=O)n3C)n2CC(=O)O)c1,i
N#Cc1cccc(C(=O)N2CCN(CCNC(=O)c3ccsc3)CC2)c1,i
CCn1nc(C(=O)Nc2nc3c(Cl)c(Cl)ccc3s2)cc1C,i
O=C(Nc1nccs1)c1ccc(Cl)c(N2C(=O)CCS2(=O)=O)c1,i
# (listing goes on)
SMILES,GIRK2 act
Cc1cc(=O)n(CC(=O)NCCc2c[nH]c3ccccc23)cn1,i
O=C(Nc1nc(CCC(=O)N2CCN(c3ncccn3)CC2)cs1)c1ccco1,i
COc1ccc(CCC(=O)Nc2sc(SCC(N)=O)nc2-c2ccccc2)cc1,i
Cc1cc(C)c(NC(=O)COc2ccc(-c3nnc(C)o3)cc2)c(C)c1,i
O=C(c1ccc(Cl)c(Cl)c1)N(CCc1cccs1)Cc1cccnc1,i
Cc1ccc(NC(=O)CSc2ncc(S(=O)(=O)c3ccc(Br)s3)c(N)n2)cc1,i
O=C(NCCN1CCOC(c2ccccc2)C1)c1ccccc1C(F)(F)F (stereo not drawn),i
Cc1cn2nnc(C(=O)NC3CCN(Cc4ccccc4)CC3)c2c(=O)[nH]1,i
Cc1ccc(C(CNC(=O)C2CCCCC2)N(C)C)cc1 (stereo not drawn),i
COc1ccc(N2C(=O)CN(CCC3=CCCCC3)C3CS(=O)(=O)CC32)cc1 (stereo not drawn),i
CCOC(=O)C1CCCN(C(=O)CCc2csc(NC(=O)c3cccs3)n2)C1 (stereo not drawn),i
CCC(C)(C)OCC(O)CNCC(C)C (stereo not drawn),i
Cn1nc(-c2ccccc2)cc1C(=O)NC1CCCCC1N1C(=O)CSC1=O (stereo not drawn),i
Cc1ccc(Cl)c2sc(N(CCCN(C)C)C(=O)c3ccno3)nc12,i
O=C(Nc1nnc(Cc2cccs2)o1)c1ccc(S(=O)(=O)N2CCCCC2)cc1,i

# Part of the list above, set out differently.
> Cc1ccc(NC(=O)CSc2ncc(S(=O)(=O)c3ccc(Br)s3)c(N)n2)cc1
  GIRK2 act = i

> O=C(NCCN1CCOC(c2ccccc2)C1)c1ccccc1C(F)(F)F (stereo not drawn)
  GIRK2 act = i

> Cc1cn2nnc(C(=O)NC3CCN(Cc4ccccc4)CC3)c2c(=O)[nH]1
  GIRK2 act = i

> Cc1ccc(C(CNC(=O)C2CCCCC2)N(C)C)cc1 (stereo not drawn)
  GIRK2 act = i

# Later entries.
SMILES,GIRK2 act
COc1ccc(-n2nnc(C(=O)Nc3ccc(NC(C)=O)cc3)c2C)cc1,i
N#CC1(C(=O)NCc2nc(-c3ccccc3)no2)CC1,i
COc1ccc(-n2nnc(C(=O)NC3CCCCC3)c2N)cc1,i
COCC(C)(O)CNC(=O)c1ccco1 (stereo not drawn),i
Cc1cc([N+](=O)[O-])ccc1NC(=O)c1ccc(=O)n(Cc2ccc(F)cc2)c1,i
O=C(Cc1csc(Nc2cccc(Cl)c2)n1)Nc1ccc2c(c1)OCCO2,i
CC(=O)Cn1c(=O)c2c(nc3n(-c4ccc(C)cc4C)c(C)c(C)n23)n(C)c1=O,i
CC(C)CNC(=O)c1cc2c(=O)n(C)c(=O)n(C)c2s1,i
O=C(NCCn1nc(-n2cccn2)ccc1=O)c1cc(-c2ccc(F)cc2)n[nH]1,i
CCCCC1CCC(C(=O)NCCn2nc(-c3ccncc3)ccc2=O)CC1 (stereo not drawn),i
CNC(=O)Cc1ccc(NS(=O)(=O)c2ccc(F)cc2F)cc1,i
Cc1ccc(NC(=O)C(=O)NCC2CCN(C(=O)Oc3ccccc3)CC2)cc1Cl,i
CC(O)(CNC(=O)Nc1ccccc1C(F)(F)F)c1ccc2c(c1)OCO2 (stereo not drawn),i
CC(=O)N1CCN(C(=O)C(=O)Nc2c3c(nn2-c2ccc(Cl)cc2)CSC3)CC1,i
CCOC(=O)C(=O)NCC1COC2(CCCC2)O1 (stereo not drawn),i
O=C(Cn1cnc(-c2ccccc2)cc1=O)Nc1ccc2c(c1)OCCO2,i
O=C(NCCC(O)c1ccco1)Nc1ccc(C(F)(F)F)cc1 (stereo not drawn),i
Cc1nc(NC(=O)Cc2csc(NC(=O)c3ccco3)n2)sc1C(=O)N(C)C,i
CC(=O)Nc1cccc(NC(=O)c2nn(-c3ccc(F)cc3)cc2OCc2ccccc2)c1,i
O=c1nc(SCc2ccccc2Cl)c2c(n1CCO)CCC2,i
CCn1c(SCC(=O)NCc2ccccc2Cl)nnc1-c1cn(C)nc1OC,i
COc1cccc(C(CNC(=O)C(=O)Nc2cccc([N+](=O)[O-])c2)N2CCOCC2)c1 (stereo not drawn),i
O=C(N1CCCCC1)N1CCN(S(=O)(=O)c2ccc3ccccc3c2)CC1,i
CCOc1ccc(-c2ccc(=O)n(Cc3ccc(C)cc3)n2)cc1,i
COc1ccc(C(=O)Nc2ccc3c(c2)N(C(C)=O)CCC3)cc1OC,i
COc1cc(COCC2CCN(C(=O)Cc3ccc(S(=O)(=O)C(C)C)cc3)CC2)cc(OC)c1,i
O=C(NCCN1CCOC(c2ccccc2)C1)C(=O)Nc1ccc(C(F)(F)F)cc1 (stereo not drawn),i
CCOC(=O)c1ccc(NC(=O)Cn2c3ccccc3c3ncn(Cc4ccccc4)c(=O)c32)cc1,i
O=C(Nc1ccc2c(c1)N(C(=O)c1ccco1)CC2)c1c(F)cccc1Cl,i
CC(C)c1cc(=O)[nH]c(-n2nc(C3CC3)cc2NC(=O)COc2ccc(F)cc2)n1,i

# Retrieved by structure from the entries so far, three records:
SMILES,GIRK2 act
O=C(Cn1cnc(-c2ccccc2)cc1=O)Nc1ccc2c(c1)OCCO2,i
O=C(Nc1nc(CCC(=O)N2CCN(c3ccccn3)CC2)cs1)c1ccc[nH]c1=O,i
CN(C)c1nc2c(c(=O)n(C)c(=O)n2C)n1CC(O)c1ccccc1 (stereo not drawn),i

# (more compounds)
SMILES,GIRK2 act
COC(=O)NCC1CCN(C(=O)OC)CC1,i
COc1ccccc1CNC(=O)C(=O)NCC(c1ccc(C)cc1)N1CCOCC1 (stereo not drawn),i
O=C(Cn1cnc2nc(N3CCOCC3)ncc2c1=O)NCc1ccc(F)c(Cl)c1,i
CCOC(=O)c1ccccc1NC(=O)Cn1cnc(C)cc1=O,i
O=C(NCC(O)Cc1ccccc1)C(=O)Nc1ccc(F)c(F)c1 (stereo not drawn),i
CCOC(=O)c1c(C)c(C(=O)NCc2ccco2)c(C)n1CC,i
CC(=O)Nc1cccc(NC(=O)CCc2csc(NC(=O)c3ccco3)n2)c1,i
O=C(NCCCN1CCOC(c2ccccc2)C1)c1ccccc1 (stereo not drawn),i
